MrgX1 antagonist: human MrgX1 receptor antagonism, primary screen. MRGX1-HEK293 calcium flux, Fluo-4, BAM8-22 antagonism; hits give low values. Q96LB2. 310,000 tested, 1.3% active. B-score at 10 µM;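 active means calcium-response B-score plate-corrected more than 3 library SD below zero, starting fluorescence within 5 deviations, no agonist response on first addition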;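 further: peak minus trough fluorescence over baseline after final BAM8-22 challenge near maximal dose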
Target sequence (Q96LB2 whole entry, looked up): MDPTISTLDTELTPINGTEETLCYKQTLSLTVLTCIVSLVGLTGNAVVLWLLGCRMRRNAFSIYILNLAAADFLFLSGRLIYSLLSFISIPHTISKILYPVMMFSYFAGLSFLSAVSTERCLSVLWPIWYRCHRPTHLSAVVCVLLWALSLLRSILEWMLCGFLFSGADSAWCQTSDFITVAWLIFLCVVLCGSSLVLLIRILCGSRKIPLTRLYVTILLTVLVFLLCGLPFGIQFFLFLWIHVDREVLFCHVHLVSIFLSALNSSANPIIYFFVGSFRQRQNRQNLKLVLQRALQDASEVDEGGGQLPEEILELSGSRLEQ
TRPC6 inhibitor: mouse TRPC6 channel inhibition; Q61143; HEK293-TRPC6, membrane potential dye, ACh-evoked depolarization; hits give low values; B-score at 10 µM; 310,000 tested, 1.1% active; AID 2553;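 active means B-score under library mean minus 3 SD, initial fluorescence not abnormally high, positive integrated signal ratio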;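 further: B-score derived from integrated fluorescence ratio over the kinetic read; more negative B-score means stronger inhibition of depolarization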
IEC-6 tox: kills IEC-6 intestinal cells in KLF5 counter-screen; 290,000 tested, 0.78% active; inhibition, % at 5 µM; IEC-6 cytotoxicity, luminescence viability; AID 1825; in the data active means inhibition above about 22%;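 further: 0% = plate median of test compound wells and 100% = cytotoxic reference compound wells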
TRPC4 agonist: opens the mouse TRPC4 cation channel | HEK293 TRPC4beta/mu-opioid, Fluo4 calcium fluorescence; hits give high values | AID 2237 | Q9QUQ5 | B-score at 10 µM | 310,000 tested, 0.49% active;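 active means B-score above 5 SD of library B-scores, and initial fluorescence ratio not above library mean plus 5 SD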;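 further: positive B-score marks a calcium rise read as TRPC4 activation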
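Material: HEK293 stable line with TRPC4beta plus mu-opioid receptor; technique: Fluo4 calcium-sensitive dye fluorescence, kinetic, 1 Hz baseline; timing: Fluo4 dye loading 45 min at room temperature, 110 s recording; controls: assay buffer as low control, maximal DAMGO as high control; read-out: integrated baseline-normalised fluorescence ratio, converted to per-well B score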
TRPC4 PAM: allosteric potentiators of mouse TRPC4 channel. Q9QUQ5. AID 2227. 310,000 tested, 0.42% active. HEK293 TRPC4beta/mu-opioid, DAMGO EC20, Fluo-4 Ca2+ flux; hits give high values. B-score at 10 µM;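 active means B-score of calcium response area above 5 SD of library B-scores, with initial fluorescence ratio within 5 SD of library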;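 further: B-score of integrated fluorescence ratio over time as area under calcium response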
HIF activator: HIF pathway transcriptional activation; 300,000 tested, 0.32% active; U2OS HRE-luciferase reporter, luminescence; normalized: DMSO 0%, desferrioxamine 100%; activation, % at 7.5 µM (by protocol); AID 1910;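 active means mean activation of at least 10% of the iron chelator positive control signal, with at least half of replicates also reaching 10%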
SKKanGAS inh: inhibitors of SKKanGAS S. pyogenes growth in kanamycin (SK-promoter or general growth effect); inhibition, % at 7.5 µM; 300,000 tested, 1.3% active; BacTiter-Glo, 6 h;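 active means mean replicate score, as percent of positive control median, at least 50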;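 further: strain carries kanamycin resistance gene driven by streptokinase promoter and grows in 40 µg/ml kanamycin; loss of luminescence reflects streptokinase promoter inhibition or plain growth inhibition; 0% = median of DMSO wells and 100% = positive control at its reference dose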
KLF5 inhibitor: kruppel-like factor 5 inhibition; inhibition, % at 5 µM; 290,000 tested, 0.23% active; DLD-1 KLF5 promoter-luciferase reporter, luminescence; AID 1700;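 active means inhibition above a per-plate limit of that plate's mean compound inhibition plus 3 SD, cut at about 60% in these data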;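 further: 0% = DMSO wells and 100% = LY294002 at 200 µM; higher means less KLF5 promoter-driven luciferase light; inactives centre near -14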
TRPC6 activator: mouse TRPC6 channel activation. 310,000 tested, 0.13% active. Q61143. HEK293-TRPC6 membrane potential dye fluorescence; hits give high values. B-score at 10 µM;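 active means B-score of the integrated fluorescence ratio above library mean plus 3 SD, and starting fluorescence ratio within library mean plus 5 SD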;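 further: higher score means more depolarization so channel activation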
aSyn 5UTR inh: MLPCN primary screen, SNCA 5' untranslated region | alpha-synuclein 5'UTR reporter, inhibitor activity | inhibition, % (tested at 7.5 µM) | 300,000 tested, 0.82% active; in the data active means inhibition above about 60%;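 further: H4 neuroglioblastoma cells stably carrying SNCA 5'UTR luciferase fusion; 0% = DMSO wells and 100% = positive control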
TRPC4 inh: blocks the mouse TRPC4 cation channel; HEK293 TRPC4beta/mu-opioid, DAMGO-evoked Fluo4 calcium flux; hits give low values; B-score at 10 µM; 300,000 tested, 0.39% active; Q9QUQ5;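 active means B-score over 3 SD under the library average, no early fluorescence shift, positive overall ratio signal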
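Assay system: TRPC4beta/mu-opioid receptor HEK293 cell line; compound dosing: single concentration per test compound; detection: Fluo4 Ca2+ flux fluorescence; evaluation: per-well B score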
* = called active by the depositor; i = inactive; . = no result given.

Values run as follows: TRPC6 activator	KLF5 inhibitor	MrgX1 antagonist	TRPC4 agonist	TRPC6 inhibitor	IEC-6 tox	aSyn 5UTR inh	TRPC4 PAM	SKKanGAS inh	HIF activator	TRPC4 inh
> CCN1CCN(C(=S)Nc2ccc(C(C)=O)cc2)CC1
  i	-7.0	i	i	i	-4.0	-2.5	i	-11.7	1.0	i
> Clc1ccc(C2[C@H]3CN(CC4CCCCC4)[C@H](c4ccccc4)C34CC2(c2ccccc2)C4)cn1 (stereo partly specified)
  i	.	i	i	i	.	2.0	i	7.4	-0.1	i
> COCCn1c(SCC(=O)N2CCCC2=O)nc2sc(C)c(C)c2c1=O
  i	.	i	i	i	.	1.7	i	0.7	0.2	i
> CN1CCC2(CC1)Nc1nc(SCc3ccc(Cl)cc3)nn1C1=C2CN(C)CC1
  .	-1.9	i	.	.	-1.0	-8.3	.	3.3	0.0	.
> CN(C)c1nc2c(c(N)nn2-c2ccc(Cl)cc2)c(=O)o1
  i	-36.0	i	i	i	-5.1	-11.2	i	-6.2	0.0	i
> Cn1c(=O)c2c(nc(NCCNC(=O)c3ccco3)n2Cc2ccccc2F)n(C)c1=O
  i	-15.0	i	i	i	2.0	2.4	i	-5.7	0.8	i
> CC(Sc1nnc(C2CC2)n1N)C(=O)NC1CCCCC1C (stereo unspecified)
  i	-8.3	i	i	i	-3.3	4.2	i	16.0	0.3	i
> Cn1c(NN)nc2sc3c(c2c1=O)CCC3
  i	6.0	i	i	i	-1.5	4.7	i	12.8	0.7	i
> O=C(COc1ccc(Cl)cc1)N1CCN(c2ccc([N+](=O)[O-])c(N3CCCCC3)c2)CC1
  i	-44.3	i	i	i	2.5	11.4	i	29.9	-0.7	i
> COc1ccccc1C(=O)N(Cc1nc(-c2ccc(Cl)cc2)no1)C(C)C
  i	-4.9	i	i	i	-6.8	8.1	i	-10.2	-0.1	i
> Cc1nn(-c2ccccc2)c(C)c1/C=N/NC(=O)CSc1nc2ccccc2c(=O)n1-c1ccc(Br)cc1
  i	-11.3	i	i	i	2.0	-47.0	i	20.7	-0.6	i
> CCOC(=O)C1CCN(C(=O)CN(Cc2ccccc2)S(C)(=O)=O)CC1
  i	-24.4	i	i	i	-1.7	13.5	i	-3.0	0.1	i
> CCS(=O)(=O)C1=NSC2=NC(=O)/C(=C\c3cc(C)n(-c4cccc(OC)c4)c3C)C(=N)N21
  i	-3.4	i	i	i	-1.3	-130.3	i	28.3	0.0	i
> CCOC(=O)N1CCN(C(=O)CSc2nc3c(c(=O)n2-c2ccccc2OC)SCC3)CC1
  i	2.0	i	i	i	0.0	-35.3	i	0.3	0.3	i
> Cn1c(COc2ccc3ccccc3c2)nnc1SCC(N)=O
  i	-0.8	i	i	i	4.5	25.4	i	2.3	-0.7	i
> Cc1ccc(C(=O)Nc2ccc3c(c2)OCO3)cc1NC(=O)c1ccco1
  i	-24.3	i	i	i	-2.9	-70.8	i	2.8	2.5	.
> O=[N+]([O-])c1ccc(-c2csc(NN=C3CCCC3)n2)cc1
  i	-6.1	i	i	i	-4.7	-177.0	i	.	3.5	i
> O=C(Nc1ccccc1)Nc1ccc(Oc2ncnc3cc(Cl)ccc23)nc1
  i	-7.8	i	i	i	0.8	0.7	i	-16.0	-0.5	i
> CCN(CC)S(=O)(=O)c1ccc(NC(=O)C2CCCN(C(=O)c3ccc(Cl)cc3)C2)cc1 (stereo unspecified)
  i	-48.3	i	i	i	3.9	18.9	i	-1.4	-0.8	i
> CCc1ccc(/C=C2\SC(=S)N(CCC(=O)Nc3cc(C)on3)C2=O)cc1
  i	-3.3	i	i	i	-3.7	68.8*	i	4.4	-1.3	i
> CC1(C)NC(=O)N(CC(O)COc2ccccc2[N+](=O)[O-])C1=O (stereo unspecified)
  i	-16.2	i	i	i	-10.4	0.6	i	-10.8	0.4	i
> CC(=O)N(C1=C(N)C(=O)c2ccccc2C1=O)C(C)C
  i	-32.2	i	i	i	10.3	41.0	i	5.6	-1.0	i
> COCCN(C(=O)Nc1ccccc1OC)c1nc2ccccc2s1
  i	-27.8	i	i	i	45.1*	-0.7	i	1.6	1.3	i
> CN(C)S(=O)(=O)c1ccc2oc(SCC(N)=O)nc2c1
  i	-40.6	i	i	i	9.9	-32.9	i	1.5	-0.4	i
> O=C(N/N=C/c1cccnc1)c1cccc(Br)c1
  i	-43.3	i	i	i	3.3	-3.5	i	-3.1	-0.5	i
> CN(c1c[nH]c(=O)[nH]c1=O)C1CCCCC1
  i	-1.8	i	i	i	3.0	-9.1	i	1.3	-0.2	i
> CC(NC(=O)c1cccc(C(F)(F)F)c1)C1CCCO1 (stereo unspecified)
  i	-1.1	i	i	i	0.6	-20.0	i	-0.5	0.1	i
> COc1ccccc1N1CCN(S(=O)(=O)CCNC(=O)Cc2ccc(F)cc2)CC1
  i	.	i	i	i	.	13.4	i	-3.3	0.2	i
> Cc1cc(=S)[nH]c2ccccc12
  i	23.2	i	i	i	-8.9	-5.3	i	3.5	0.0	i
> COc1cc([N+](=O)[O-])c(C(=O)N2CCOCC2)c([N+](=O)[O-])c1
  i	9.5	i	i	i	0.1	-28.3	i	-17.6	-0.1	i
> O=C(COc1ccccc1)N(Cc1ccco1)C1CCS(=O)(=O)C1 (stereo unspecified)
  i	-4.2	i	i	i	-4.6	14.6	i	-0.3	0.1	i
> COc1ccc(-c2nn(-c3ccccc3)cc2/C=N/NC(=O)c2cccc(S(=O)(=O)Nc3ccccc3OC)c2)cc1
  i	-15.2	i	i	i	4.3	-54.7	i	12.8	1.5	i
> CC(C)c1c(O)nc(SCc2ccc(F)cc2)[nH]c1=O
  i	-28.9	i	i	i	7.1	14.6	i	2.0	0.2	i
> O=S(=O)(Cc1cc(Sc2ccc(Cl)cc2)nc(-c2ccccc2)n1)c1ccccc1
  i	-34.6	i	i	i	6.5	7.2	i	-0.2	-0.6	i
> Cc1cc(-c2nnc(-c3cc4ccccc4oc3=O)o2)c(C)n1-c1ccccc1
  i	1.3	i	i	i	0.1	-43.2	i	23.4	0.7	i
> O=C(CN1CCCC1)Nc1ccccc1Sc1ccccc1
  i	-14.0	i	i	i	1.0	8.5	i	7.7	-0.6	i
> COc1ccc(C2NC(=O)N(C)C(C)=C2[N+](=O)[O-])cc1 (stereo unspecified)
  i	-29.9	i	i	i	1.2	-9.8	i	1.1	0.8	i
> O=c1c2cc(N3CCOCC3)ccc2[nH]c(=S)n1CC1CCCO1 (stereo unspecified)
  i	-44.9	i	i	i	-2.8	-10.7	i	-6.9	-0.6	i
> O=C(O)C1CC(c2ccccc2)=NO1 (stereo unspecified)
  i	3.4	i	i	i	0.1	37.8	i	-1.2	-0.5	i
> CN(C)S(=O)(=O)c1ccc(NCC2COc3ccccc3O2)c([N+](=O)[O-])c1 (stereo unspecified)
  i	-4.4	i	i	i	0.1	-12.3	i	-2.7	1.0	i
> CC(NC(N)=O)C(=O)Nc1ccc(Cl)c(S(=O)(=O)Nc2ccc(Cl)cc2)c1 (stereo unspecified)
  i	-34.4	i	i	i	4.1	-9.9	i	1.9	-0.6	i
> Cn1c(SCc2ccccc2Cl)nc(C(F)(F)F)cc1=O
  i	-22.4	i	i	i	2.4	23.2	i	6.1	-0.2	i
> CC(Oc1ccc(-c2ccccc2)c(F)c1)c1ccn(S(=O)(=O)c2ccc(Br)cc2)n1 (stereo unspecified)
  i	-20.8	-5.69*	i	i	6.3	-2.3	i	11.3	0.0	i
> COc1ccc(NC(=S)N2CCC(NC(=O)C3CCCCC3)CC2)cc1
  i	-3.0	i	i	i	-5.7	-0.7	i	-5.7	1.1	i
> CC(C)CC(C(=O)O)N(Cc1ccccc1)Cc1ccccc1 (stereo unspecified)
  i	-69.0	i	i	i	6.4	-2.1	i	-3.0	-0.4	i
> COc1ccc(C(=O)/C(=C\N(C)C)n2nc(C)cc2C)cc1
  i	-11.5	i	i	i	-2.9	-0.3	i	-2.7	0.2	i

Molecules shown so far with two or more sulfur atoms:
Values run as follows: TRPC6 activator	KLF5 inhibitor	MrgX1 antagonist	TRPC4 agonist	TRPC6 inhibitor	IEC-6 tox	aSyn 5UTR inh	TRPC4 PAM	SKKanGAS inh	HIF activator	TRPC4 inh
> COCCn1c(SCC(=O)N2CCCC2=O)nc2sc(C)c(C)c2c1=O
  i	.	i	i	i	.	1.7	i	0.7	0.2	i
> CCS(=O)(=O)C1=NSC2=NC(=O)/C(=C\c3cc(C)n(-c4cccc(OC)c4)c3C)C(=N)N21
  i	-3.4	i	i	i	-1.3	-130.3	i	28.3	0.0	i
> CCOC(=O)N1CCN(C(=O)CSc2nc3c(c(=O)n2-c2ccccc2OC)SCC3)CC1
  i	2.0	i	i	i	0.0	-35.3	i	0.3	0.3	i
> CCc1ccc(/C=C2\SC(=S)N(CCC(=O)Nc3cc(C)on3)C2=O)cc1
  i	-3.3	i	i	i	-3.7	68.8*	i	4.4	-1.3	i
> CN(C)S(=O)(=O)c1ccc2oc(SCC(N)=O)nc2c1
  i	-40.6	i	i	i	9.9	-32.9	i	1.5	-0.4	i
> O=S(=O)(Cc1cc(Sc2ccc(Cl)cc2)nc(-c2ccccc2)n1)c1ccccc1
  i	-34.6	i	i	i	6.5	7.2	i	-0.2	-0.6	i

Assay outcomes: PubChem, several laboratories
